# HSP90 refold inh = blocks HSP90-mediated luciferase refolding in reticulocyte lysate | inhibition, % at 5.6 µM | actives 0.91% (n = 290,000) | Rabbit reticulocyte lysate, luciferase refolding luminescence, 3 h | AID 1789;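 active = inhibition above the screen-wide mean plus 3 SD, computed separately per campaign, cut at about 16% in these data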;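 also: 0% = DMSO wells and 100% = 60 µM geldanamycin wells; inhibitors lower the luminescence because luciferase stays unfolded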
# aSyn UTR inh = MLPCN primary screen, SNCA 5' untranslated region | alpha-synuclein 5'UTR reporter, inhibitor activity | inhibition, % (tested at 7.5 µM) | actives 0.82% (n = 300,000); in the data active = inhibition above about 60%; inconclusive = no clear call, values can overlap the other calls;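 also: H4 neuroglioblastoma cells stably carrying SNCA 5'UTR luciferase fusion; 0% = DMSO wells and 100% = positive control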
# HSF-1 act = increases HSF-1 driven luciferase reporter signal; actives 1.7% (n = 300,000); activation, % at 9 µM; AID 504408; NIH3T3-HGL HSF-1 luciferase reporter, MG132, 8 h; 100% = twice DMSO control signal;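 active = mean replicate activation of at least 50% with a set share of replicates each reaching 50%; inconclusive = only one of those two conditions met; inactive = mean below 50% and too few replicates reaching it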;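 also: 0% = median of the neutral control wells and 100% = twice that signal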
# AI-2 QS mod = modulators of Vibrio harveyi AI-2 quorum sensing system | Vibrio harveyi JMH597 AI-2 luminescence/OD600 ratio, 9 h; hits give low values; strain lacks LuxN and CqsS sensors; 0 = neutral-control median | activity change, % at 7.5 µM | actives 0.4% (n = 300,000); in the data active = activity change below about -75%, passing the limit was not always enough; inconclusive = no clear call, values can overlap the other calls;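 also: luminescence divided by OD600 gain over 9 h not by final OD600 alone; inactives centre near 13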
# GSK3 alpha inh = blocks human GSK-3 alpha kinase. ADP-Glo luminescence, 60 min. inhibition, % at 10 µM. actives 0.1% (n = 320,000);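 in the data active = inhibition above about 50%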;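 also: GST-tagged GSK-3 alpha with peptide substrate and 25 µM ATP; 0% = DMSO neutral wells and 100% = GW8510 positive control wells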
# Target sequence (P49840 whole entry, looked up): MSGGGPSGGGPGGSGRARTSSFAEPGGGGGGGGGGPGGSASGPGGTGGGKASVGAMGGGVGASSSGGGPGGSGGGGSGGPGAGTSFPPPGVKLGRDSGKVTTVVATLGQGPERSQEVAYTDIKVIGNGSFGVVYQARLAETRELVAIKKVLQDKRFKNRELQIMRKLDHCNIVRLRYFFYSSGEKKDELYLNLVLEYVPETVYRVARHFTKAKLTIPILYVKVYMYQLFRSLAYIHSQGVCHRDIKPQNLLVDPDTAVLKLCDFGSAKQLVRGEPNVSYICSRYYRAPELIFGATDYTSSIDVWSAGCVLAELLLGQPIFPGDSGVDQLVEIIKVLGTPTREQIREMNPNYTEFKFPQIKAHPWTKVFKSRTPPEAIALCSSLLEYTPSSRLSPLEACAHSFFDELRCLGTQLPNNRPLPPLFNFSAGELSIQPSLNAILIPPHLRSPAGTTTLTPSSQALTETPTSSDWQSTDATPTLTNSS
# GSK3B inh = blocks human GSK3beta kinase activity | GST-GSK3beta kinase, ADP-Glo luminescence, 60 min; hits give low values | AID 2097 | actives 0.038% (n = 300,000) | activity score (negative = inhibition), % at 10 µM | P49841;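 active = more than half of replicate wells score below -50%, meaning over 50% inhibition versus plate controls; inconclusive = some replicates but at most half score below -50%; inactive = no replicate scores below -50%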;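 also: 0% = median DMSO wells and -100% = median GW8510 positive control wells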
# Target sequence (P49841 whole entry, looked up): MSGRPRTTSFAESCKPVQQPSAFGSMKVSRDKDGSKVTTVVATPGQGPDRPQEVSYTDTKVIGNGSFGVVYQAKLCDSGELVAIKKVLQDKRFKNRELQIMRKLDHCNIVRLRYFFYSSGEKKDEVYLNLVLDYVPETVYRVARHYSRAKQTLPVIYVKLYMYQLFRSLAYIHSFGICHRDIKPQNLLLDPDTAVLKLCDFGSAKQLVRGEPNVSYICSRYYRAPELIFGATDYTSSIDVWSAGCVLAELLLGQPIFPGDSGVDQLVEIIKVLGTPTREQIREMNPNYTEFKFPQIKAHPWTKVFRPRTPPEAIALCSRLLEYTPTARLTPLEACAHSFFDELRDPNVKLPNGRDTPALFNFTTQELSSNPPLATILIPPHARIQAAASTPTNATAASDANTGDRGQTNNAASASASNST
#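 Assay system: GST-fused GSK3beta enzyme, cell-free / Medium: Tris pH 7.5 buffer with MgCl2, DTT, BSA, heparin / Also added: peptide substrate plus 25 µM ATP (final) / Compound: 10 µM single point / Timing: kinase reaction with compound 60 min at room temperature / Detection: ADP-Glo luminescence / Benchmarks: DMSO neutral wells and GW8510 at 20 µM as positive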
# KLF5 inhibitor = kruppel-like factor 5 inhibition | DLD-1 KLF5 promoter-luciferase reporter, luminescence | inhibition, % at 5 µM | actives 0.23% (n = 290,000);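 active = inhibition above a per-plate limit of that plate's mean compound inhibition plus 3 SD, cut at about 60% in these data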;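 also: 0% = DMSO wells and 100% = LY294002 at 200 µM; higher means less KLF5 promoter-driven luciferase light; inactives centre near -14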
# IEC-6 cytotox = counter-screen for KLF5 inhibitors: cytotoxicity in IEC-6 cells; IEC-6 cytotoxicity, luminescence viability; inhibition, % at 5 µM; actives 0.78% (n = 290,000); in the data active = inhibition above about 22%;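 also: 0% = plate median of test compound wells and 100% = cytotoxic reference compound wells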
# HIF act = HIF pathway transcriptional activation; U2OS HRE-luciferase reporter, luminescence; normalized: DMSO 0%, desferrioxamine 100%; activation, % at 7.5 µM (by protocol); actives 0.32% (n = 300,000); AID 1910;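 active = mean activation of at least 10% of the iron chelator positive control signal, with at least half of replicates also reaching 10%; inconclusive = mean and replicate majority disagree about reaching 10%; inactive = mean and most replicates under 10%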
# HSF1 inhib = HSF1 inhibition. NIH3T3-HGL HSE-luciferase, MG132-induced, luminescence 8 h; hits give low values. activity change, negative = inhibition, % at 7.5 µM (by protocol). actives 0.77% (n = 300,000);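 active = more than half of replicate wells show activity change below -50%, luminescence cut by over half; inconclusive = some wells, but at most half, below -50%; inactive = no replicate well below -50%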;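 also: luciferase reports HSF-1 transcriptional activity via heat shock element; 0% = median of DMSO wells and -100% = zero luminescence signal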
# * hit, by the source's call; ? = inconclusive; · = not tested or not shown; & = joins results of further samples.
# Start of the data: the first two compounds, ahead of the listing:
SMILES,HSP90 refold inh,aSyn UTR inh,HSF-1 act,AI-2 QS mod,GSK3 alpha inh,GSK3B inh,KLF5 inhibitor,IEC-6 cytotox,HIF act,HSF1 inhib
Cc1conc1NC(c1cccs1)c1ccc2cccnc2c1O (stereo unspecified),6,66*,-35,43,-2,2,70*,7,3.0,-31
O=C(O)C1C2CCC(O2)C1C(=O)Nc1ccc(F)cc1 (stereo unspecified),1,-6,-4,23,-3,8,-18,2,0.0,3

# This part in full (from the top)
SMILES,HSP90 refold inh,aSyn UTR inh,HSF-1 act,AI-2 QS mod,GSK3 alpha inh,GSK3B inh,KLF5 inhibitor,IEC-6 cytotox,HIF act,HSF1 inhib
Cc1conc1NC(c1cccs1)c1ccc2cccnc2c1O (stereo unspecified),6,66*,-35,43,-2,2,70*,7,3.0,-31
O=C(O)C1C2CCC(O2)C1C(=O)Nc1ccc(F)cc1 (stereo unspecified),1,-6,-4,23,-3,8,-18,2,0.0,3
CN(CCOc1ccc(Cl)cc1)C(=O)c1cc(-c2ccco2)nc2ccccc12,·,2,8,15,-4,0,·,·,-0.4,8
CCCCOc1ccc(-c2nnc(-c3ccco3)o2)cc1,-5,?,79*,21,4,2,-67,0,1.5,29
Cc1cccc(N2CCN(c3cccc(C)c3)C2c2cccnc2)c1,5,-23,67*,-9,1,-3,2,6,0.8,37
Cc1nn(Cc2cccc(C(=O)NC34CC5CC(CC(C5)C3)C4)c2)c(C)c1Br,-3,2,1,3,-12,-1,-7,1,-0.8,-10
Cc1nc2c(-c3ccccc3)c(C)nn2c(SCC(N)=O)c1Cc1ccccc1,4,14,-5,11,0,-1,4,-4,-0.2,-2
CCn1c(SCc2ccc(OC)cc2)nnc1-c1ccncc1,1,-106,0,18,-4,-5,17,-2,0.0,12
O=C1N=C2SCCN2/C1=C\c1c(Cl)cccc1Cl,0,-4,35,14,0,2,17,-2,0.1,12
CC1CCc2nc3ccc(S(=O)(=O)N4CCC(C(=O)N5CCCCC5)CC4)cc3c(C(=O)O)c2C1 (stereo unspecified),0,4,27,8,-2,0,-11,-1,-0.3,3
CC(C)=CCN1CCN(Cc2cccn2-c2nccs2)CC1CCO (stereo unspecified),3,17,9,14,·,2,-35,0,0.1,0
COc1ccc(C(CNC(=O)C(C)Oc2ccc(Br)cc2)N2CCOCC2)cc1 (stereo unspecified),·,4,5,23,-1,0,·,·,-0.2,2
O=C(N/N=C/c1cccnc1)C1CC1(c1ccccc1)c1ccccc1 (stereo unspecified),-2,-15,·,34,4,3,-10,-2,-0.1,·
C=CCNC(=S)Nc1ccc2nc(C)c(C)nc2c1,6,-20,-4,11,5,-1,-18,-1,0.7,-2
c1cn(CCCNc2ncnc3sc4c(c23)CCC4)cn1,6,-4,-12,28,10,-2,18,14,0.1,-4
CCc1nnc(NC(=O)Nc2ccccc2OC)s1,-3,-70,12,13,-4,1,-52,-3,3.6,10
CCOCCCn1c(=S)[nH]c2cc(C(=O)NCc3ccc(F)cc3)ccc2c1=O,-4,-11,-3,3,0,-2,2,5,0.2,-3
CC(=O)N1c2ccc(S(=O)(=O)NCCC(=O)NCc3ccc(Cl)cc3)cc2CC1C (stereo unspecified),0,19,5,12,-1,2,-7,-1,0.4,-1
COC(=O)c1ccc(Cn2nc(C)c([N+](=O)[O-])c2C)o1,-2,11,-5,22,1,0,-4,1,0.2,1
Cc1ccc(S(=O)(=O)N2CCCC(C(=O)O)C2)s1 (stereo unspecified),2,15,12,23,0,-3,-5,0,·,-3
Cn1cnnc1SCC(=O)Nc1ccc(OCc2ccccc2)cc1,5,-40,27,-16,-1,-5,-58,11,0.7,19
C=CCn1c(COc2ccc(F)cc2)nnc1SCC(=O)NC1CCCC1,·,14,-18,22,-2,3,·,·,0.0,-1
CNC(=O)N1c2ccccc2CCc2ccccc21,-4,-6,-14,25,-1,-1,-20,-3,1.5,0
COc1ccc(NS(=O)(=O)c2cc3c4c(c2)CCN4C(=O)CC3)cc1OC,·,1,4,-7,1,0,·,·,1.7,2
Cc1ccc(S(=O)(=O)N2CCOCC2)cc1C(=O)OCc1nnc(-c2ccccc2)o1,·,4,-16,21,-2,2,·,·,-0.2,8
CCc1ccccc1OCC(=O)Nc1nc(-c2cccnc2)cs1,1,70*,-25,?,0,1,13,6,-0.2,-23
CSc1ccc(/C=C/C(=O)c2ccc(O)cc2)cc1,1,-172,60*,-93*,2,2,-14,4,1.1,58
CCn1nc(C(=O)OCC(=O)Nc2ncc(Cl)c(C)c2Cl)c2ccccc2c1=O,-3,-3,-7,5,0,0,-21,-2,0.0,-4
O=C(c1ccc2c(c1)OCO2)N1CCN(c2ccc(F)cc2)CC1,0,-21,3,6,1,0,-21,-2,0.8,10
Cc1cccc(C)c1NC(=O)CN1C(=O)CCSc2ccc(S(=O)(=O)N3CCCC3)cc21,-3,-13,2,21,1,-1,-8,-10,-0.2,3
O=C1Nc2ccccc2C1C(C[N+](=O)[O-])c1ccccc1 (stereo unspecified),-4,-3,4,14,-3,1,-22,-4,-6.4,-4
COCCn1nnnc1C(c1cccs1)N1CCCC(C)C1 (stereo unspecified),-2,3,14,22,-2,1,-40,-1,-0.5,-1
O=C(Oc1ccc(C(=S)N2CCC(O)CC2)cc1)c1ccc(Cl)cc1,2,10,6,16,·,3,0,-5,-0.1,3
Cc1cc(C(=O)N/N=C/c2cccnc2)c(C)o1,2,-12,21,8,-2,-25,-36,8,0.1,2
Cc1cccc(NC(=S)Nc2ccc(N3CCOCC3)cc2)c1C,6,-57,-14,6,0,2,-3,6,1.1,-2
Cc1ccc(C(=O)N/N=C\C2CC=CCC2)cc1[N+](=O)[O-] (stereo unspecified),-5,-12,-8,25,0,-1,-14,10,0.2,-7
CN(Cc1cccs1)C(=O)c1ccc(S(=O)(=O)NCc2ccco2)cc1,-2,13,-2,18,2,2,-9,-6,0.2,-3
Cc1cc(OCc2cc(C(=O)N(Cc3nccn3C)C(C)C)no2)cc(C)c1Cl,-3,-20,-10,19,0,·,-83,1,0.8,-9
O=C(Oc1ccc(/C=N/O)cc1)c1ccccc1,1,-3,-7,-6,0,-1,2,-2,-0.2,2
CCN(CC)C(=O)c1cc2c(=O)c3cc(Cl)ccc3oc2nc1C,-2,-46,11,1,2,0,-5,0,0.8,5
O=[N+]([O-])c1ccc(Cc2nnc(-c3ccc(F)cc3)o2)cc1,0,-86,27,-14,0,3,-39,-6,1.9,27
CCN(CC)c1ccc(C(=O)OCc2cc(=O)oc3cc(O)ccc23)cc1,5,117*,-4,34,1,3,3,1,1.4,0
CC(=O)Nc1sc(-c2ccccc2)nc1-c1ccccc1,-1,22,-5,9,-2,0,-14,-2,205*,-6
O=C(CSC1=NCCN1)Nc1ccccc1[N+](=O)[O-],4,15,23,14,-3,-4,-19,4,0.3,2
O=C(O)C1CSC2(c3ccc4c(c3)OCCO4)CCC(=O)N12 (stereo unspecified),-2,4,15,5,-1,1,-3,-3,0.1,-4
N#C/C(=C\c1cccc(O)c1)C(=O)N1CCCCC1,-2,-27,9,14,2,-3,-29,-4,-7.9,0
O=C(NNc1nc(-c2ccccc2)c2cc(Br)ccc2n1)c1ccc(S(=O)(=O)N2CCOCC2)cc1,-2,26,19,8,-1,-1,7,-8,0.1,-4
COc1ccc(/C=C/C(=O)N2CCN(c3ccccn3)CC2)cc1,2,0,0,-3,·,-1,-18,-1,1.0,0
O=C(c1ccc(Cl)cc1)N(Cc1ccco1)C1CCS(=O)(=O)C1 (stereo unspecified),0,-17,0,26,-1,-2,15,-1,0.0,-5
CCCN(CC(=O)Nc1ccccc1C)C(=O)C1CC(=O)N(Cc2ccccc2)C1 (stereo unspecified),·,5,30,30,-2,0,·,·,0.9,2
NS(=O)(=O)c1ccc(NC(=O)Cc2cccs2)cc1,5,1,24,1,-1,-6,-28,-3,-0.3,-1
COc1ccc(-n2c(Cc3cccn3C)nnc2SCC(=O)Nc2ccccc2)cc1,0,23,5,5,1,0,-18,-4,-0.3,0
Cc1ccc(C2OCC3(CO2)COC(c2ccc(C)cc2)OC3)cc1 (stereo unspecified),-1,30,-8,14,-2,-1,12,-5,-0.1,-8
Cc1ccc(C)c2[nH]c(=O)c(CCNC(=O)c3cccs3)cc12,0,-5,-8,17,0,3,1,2,-0.1,-4
CC(C)(C)c1ccc(S(=O)(=O)NCc2ccc(C(=O)NCC3CCCO3)cc2)cc1 (stereo unspecified),1,-20,-5,2,-4,0,-12,9,-0.5,-5
Cc1cc(NC(=O)C2CC(=O)N(c3ccccc3Cl)C2)no1 (stereo unspecified),0,6,-1,15,-1,-1,-15,0,-0.1,-6
CC(=O)NC1CC2CCCC(C1)N2CC(=O)N1CCCc2ccccc21 (stereo unspecified),1,8,-5,16,-3,2,-37,0,0.1,-5
COc1ccc(NC(=O)/C=C/c2ccc(F)cc2)cn1,-2,-114,41,5,-3,1,-63,-5,2.6,4
CCn1cc(C(=O)OCC(=O)NCc2ccccc2Cl)c(=O)c2ccc(C)nc21,4,-3,-2,8,-1,1,-3,2,-1.4,2
Fc1ccc(SCCc2ccccn2)cc1,-1&0,-97&-102,36&11,17&1,-1&2,1&-3,-22&-15,0&1,2.9&1.5,2&13

# New compounds follow.
SMILES,HSP90 refold inh,aSyn UTR inh,HSF-1 act,AI-2 QS mod,GSK3 alpha inh,GSK3B inh,KLF5 inhibitor,IEC-6 cytotox,HIF act,HSF1 inhib
O=C(O)CCC1OC(=O)C(O)=C1c1ccccc1 (stereo unspecified),·,-6,1,19,-3,0,·,·,-0.3,-3
Nn1c(C2CCCCC2)nc2ccccc2c1=O,5,16,-11,10,1,0,2,-5,0.0,-9
CCCn1nc(NS(C)(=O)=O)c2cc3cccc(C)c3nc21,4,2,1,5,-5,3,-19,0,-1.1,4
COc1ccc(CCNC(=O)CCC2COc3ccccc3O2)cc1OC (stereo unspecified),3,23,3,4,·,3,1,2,0.3,-4
CCc1ccc(C(=O)N/N=C/c2cccc3ccccc23)nc1,-7,-125,11,32,-1,2,2,7,2.5,15
CCCCC(CC)CNC(=O)CCCCn1c(=O)[nH]c2ccsc2c1=O (stereo unspecified),2,16,8,-1,-4,2,-11,1,-0.1,1
CCc1noc(C)c1C(=O)Nc1ccc(C(F)(F)F)cc1,0,6,-9,5,2,1,-30,5,-0.3,-13
CN1C(C)(C)c2ccccc2OS1(=O)=O,1,6,-1,16,-1,1,6,-1,-0.5,0
Cc1ccc(-c2nn(-c3ccccc3)cc2CN(C)C(=O)CCC(=O)O)cc1C,-2,4,-60,27,-4,2,-22,-2,-0.3,-55*
CCOC(=O)c1cnc(-c2ccccc2)nc1Oc1ccc(Cl)c(Cl)c1,6,10,1,21,0,1,-11,4,-0.8,-3
O=C(COC(=O)/C=C/c1ccccc1F)Nc1nnc(-c2ccccc2)o1,·,-13,-4,12,-3,1,·,·,0.5,-2
COc1ccc(NS(=O)(=O)c2ccc(OCC(=O)N3CCCC3)cc2)cc1,1,-49,-6,-4,0,-1,-10,-2,0.3,-5
